Screening results from PubChem.
Growth percent in the NCI-60 one-dose screen (48 h, 10 µM unless noted): 100 = growth as untreated, 0 = no growth, -100 = all killed.
SK-MEL-28: SK-MEL-28 melanoma | 81,000 tested, 4.1% active | AID 1794761
UACC-257: UACC-257 melanoma; AID 1794764; 78,000 tested, 4.4% active
M14: M14 melanoma; 80,000 tested, 6.2% active
SK-MEL-5: SK-MEL-5 melanoma | 80,000 tested, 6.4% active | AID 1794755
A549/ATCC: A549/ATCC NSCLC | 81,000 tested, 3.7% active
EKVX: EKVX NSCLC | AID 1794765 | 71,000 tested, 3% active
UACC-62: UACC-62 melanoma; 81,000 tested, 5.4% active; AID 1794756
HOP-92: HOP-92 NSCLC cells; 71,000 tested, 6.3% active; AID 1794738
Starred values were filed as active, the others as inactive; x = no result given; & = joins results of further samples. Rule for the calls: active = growth percent below 10; inactive = the rest. An unsorted share of the library. About 9.8% of those tested had a hit in this group.

Every second line gives: SK-MEL-28	UACC-257	M14	SK-MEL-5	A549/ATCC	EKVX	UACC-62	HOP-92
CC(C)(CNC1CCCCC1)OC(=O)c1ccc(N)cc1
    103	91	105	97	96	x	106	x
CCc1cc2c(cc1C(C)=O)C(C)(C)C(C)C2(C)C (stereo not drawn)
    108	103	98	100	88	113	97	89
C(=C\c1nnc(-c2[nH]nc3c2CCc2ccccc2-3)o1)/c1ccc2c(c1)OCO2
    94	102	99	78	96	102	99	94
O=C(O)CCC(NC(=O)c1ccc([N+](=O)[O-])cc1)C(=O)O (stereo not drawn)
    121&107	100&110	103&97	104&114	119	111&98	96&106	81
Nc1cc(Nc2ccc(CCO)cc2)nc(N)n1
    107	92	98	97	83	99	99	105
COc1ccc(/C=C/C(=O)c2cccc(NC(=O)CSc3nc4ccccc4c(=O)n3-c3ccccc3)c2)cc1
    102	100	106	98	100	100	86	91
C/C(=N\N=C(N)N)c1cccs1
    108	100	84	107	97	103	91	105
O=C(Nc1ccc(Cl)c(Cl)c1)Nc1ccc(Cl)c([N+](=O)[O-])c1
    13	-8.5*	0.5*	-90*	4.5*	4.3*	9.5*	-23*
N#C/C(=C\c1cccc(Cl)c1Cl)C(=O)Nc1sc2c(c1C#N)CCCC2
    96	90	93	94	98	94	84	85
Nc1c(Cl)c(Cl)cc(Cl)c1Cl
    117	118	113	108	116	105	104	97
CCn1ccnc1C(=O)/C=C/c1ccc(CC(=O)Nc2ccc(F)cc2)cc1
    80	84	76	29	33	55	56	63
CN(C)CCCNC(=O)C1COc2ccccc2O1 (stereo not drawn)
    112	97	94	100	89	95	100	101
Cc1cc(CCc2cc(C)[nH]c2C)c(C)[nH]1
    111	94	133	116	99	86	99	x
O=C(Cn1c(=O)[nH]c2ccccc2c1=O)NCC(=O)N/N=C/c1ccccc1
    108	98	109	96	98	96	103	103
COc1cc(CCNc2nc3cc(N)cc(N)c3nc2-c2ccccc2)cc(OC)c1
    -12*	89	-33*	-92*	78	58	-22*	-71*
CC(C)C(=O)OC/C=C/c1ccccc1
    113	107	104	104	105	111	106	x
COc1cc(CC2Sc3nc4ccccc4n3C2=O)cc(I)c1O (stereo not drawn)
    112	105	107	81	89	93	80	94
CCCCc1ccc2nc(NC(=O)OC)[nH]c2c1
    59	69	8.1*	-49*	18	60	41	61
Nc1ncnc2c1ncn2[C@@H]1O[C@H](C[C@H](N)CCC[C@H](N)C(=O)O)[C@@H](O)[C@H]1O
    107	104	106	98	104	98	98	116
O=C1NCCC12CCN(c1c(Cl)cncc1-c1ccc(-c3cnn(CCO)c3)cc1)CC2
    127	95	125	97	105	96	109	128

Three structures from above, ordered by length of the SMILES, descending:
Every second line gives: SK-MEL-28	UACC-257	M14	SK-MEL-5	A549/ATCC	EKVX	UACC-62	HOP-92
COc1ccc(/C=C/C(=O)c2cccc(NC(=O)CSc3nc4ccccc4c(=O)n3-c3ccccc3)c2)cc1
    102	100	106	98	100	100	86	91
O=C1NCCC12CCN(c1c(Cl)cncc1-c1ccc(-c3cnn(CCO)c3)cc1)CC2
    127	95	125	97	105	96	109	128
CC(C)(CNC1CCCCC1)OC(=O)c1ccc(N)cc1
    103	91	105	97	96	x	106	x

Carrying on.
Every second line gives: SK-MEL-28	UACC-257	M14	SK-MEL-5	A549/ATCC	EKVX	UACC-62	HOP-92
O=C(NCCNc1nccc(-n2ccc3cccnc32)n1)C1CCCCC1
    106	108	101	104	103	97	99	110
C=CC(=O)N1CCC(Oc2cc3c(Nc4ccc(Cl)c(Cl)c4F)ncnc3cc2OC)CC1
    63	24	29	19	16	19	21	-30*
O=Cc1cc(Cl)ccc1O
    113	114	109	120	115	126	x	104
OCCOCCN1CCN(C2=Nc3ccccc3Sc3ccccc32)CC1
    96&102	92&90	104&101	90	90&84	107&100	89&105	88
CC1(C)CC[C@]2(C(=O)N3CCCNCC3)CC[C@]3(C)C(=CC[C@@H]4[C@@]5(C)C/C(=C\c6cccnc6)C(=O)C(C)(C)[C@@H]5CC[C@]43C)[C@H]2C1
    107	99	115	94	96	103	96	88
Cc1oc(-c2ccc(Cl)c(Cl)c2)cc1C(=O)Nc1ccccc1
    99	97	99	99	95	92	74	105
CC(=O)OCc1cc2c(cc1[N+](=O)[O-])OCO2
    103	109	95	113	103	100	91	x
O=C1Nc2ccccc2/C1=N/n1c(N/N=C/c2cccnc2)n[nH]c1=S
    112	107	101	91	102	54	89	83
CS(=O)(=O)n1cc2c(n1)CN([C@H]1CO[C@H](c3cc(F)ccc3F)[C@@H](N)C1)C2
    111	91	92	105	98	112	96	100
C(=C\[n+]1ccccc1)/c1ccccc1
    111	116	92	105	83	80	106	71
COC(=O)CC1C2(C)C3=C(C)C(c4ccoc4)CC3OC2C(OC(C)=O)C2C(C)(C(=O)OC)C=CC(=O)C21C (stereo not drawn)
    110	89	101	79	83	101	97	94
Cn1ncc2cncnc21
    116	100	109	109	98	117	110	66
COC(=O)CCN1CCN(c2ccccc2C)CC1
    112	x	99	105	104	100	96	87
c1ccc(-c2csc(Nc3ncccn3)n2)nc1
    125	98	70	76	67	68	98	101
O=C(Cn1cc(CN2C(=O)C3CCCN3C(=O)c3ccccc32)nn1)Nc1cccc(Cl)c1 (stereo not drawn)
    101	99	105	101	99	90	93	92
CCSC1=NC2C(N(CC)C(=O)N2CC)N1/N=C/C=C/c1ccccc1 (stereo not drawn)
    101	96	94	86	87	81	81	70
COc1ccc(CN2CCCN(Cc3ccc(OC)cc3)C2c2ccccc2)cc1
    101	97	89	93	86	104	96	65
CC(=O)c1ccc2oc(=O)n(Cc3ccc(C#N)cc3)c(=O)c2c1
    104	108	108	105	103	101	98	95
N#Cc1c(-c2cccs2)cc(-c2cnccn2)nc1SCc1ccccc1
    94	110	110	100	91	64	91	70
Cc1csc(-c2ccc3c(c2)COC3(CCCN(C)C)c2ccc(F)cc2)c1 (stereo not drawn)
    37	-58*	-70*	74	31	72	-74*	34

Full records, quoted from the list. Order of screens: SK-MEL-28, UACC-257, M14, SK-MEL-5, A549/ATCC, EKVX, UACC-62, HOP-92
Cc1cc(CCc2cc(C)[nH]c2C)c(C)[nH]1 is entered as 111, 94, 133, 116, 99, 86, 99, x
CCCCc1ccc2nc(NC(=O)OC)[nH]c2c1 is entered as 59, 69, 8.1*, -49*, 18, 60, 41, 61
O=C(O)CCC(NC(=O)c1ccc([N+](=O)[O-])cc1)C(=O)O (stereo not drawn) is entered as 121&107, 100&110, 103&97, 104&114, 119, 111&98, 96&106, 81
CCn1ccnc1C(=O)/C=C/c1ccc(CC(=O)Nc2ccc(F)cc2)cc1 is entered as 80, 84, 76, 29, 33, 55, 56, 63
c1ccc(-c2csc(Nc3ncccn3)n2)nc1 is entered as 125, 98, 70, 76, 67, 68, 98, 101

(continued)
Every second line gives: SK-MEL-28	UACC-257	M14	SK-MEL-5	A549/ATCC	EKVX	UACC-62	HOP-92
COc1cc2c(O)cc(C(=O)O)c(-c3cc(OC)c(OC)c(OC)c3)c2cc1OC
    117	108	108	105	109	115	104	x
O=C(O)c1cccc[n+]1[O-]
    59	105	107	111	101	95	94	93
COc1cc2ncnc(Oc3ccc(NC(=O)Nc4ccc(C5(C#N)CCCC5)cc4)c4ccccc34)c2cc1OC
    64	95	47	50	26	58	40	-40*
Cc1nc(Nc2ccc(NC(=O)Nc3ccc(Cl)c(C(F)(F)F)c3)cc2)c2c(C)c(C)[nH]c2n1
    88	87	95	85	84	97	87	113
CC(C)CCNC(C)C(C)OC(=O)c1ccccc1 (stereo not drawn)
    111	109	98	110	101	x	108	x
O=c1[nH]c(Cn2nnc(-c3ccccc3)n2)nc2sc3c(c12)CCCC3
    108	56	97	114	x	113	93	98
NC(N)=N/N=C(/CCC(=O)O)C(=O)O
    101	100	105	102	94	x	99	94
CCCCCCCCCC(=S)N1CCN(c2ccccc2)CC1
    106	94	98	105	95	x	94	103
O=C(CCC(=O)N1CCOCC1)OCCCCCCSc1ccc([N+](=O)[O-])c2nonc12
    -37*	-26*	x	28	30	1.5*	-65*	-14*
CCN(CC)c1ccn(CC(=O)N[C@@H](CC(C)C)B(O)O)c(=O)c1
    108	102	101	106	106	x	114	101
COc1ccc(/C=C2/C(=O)/C(=C/c3ccc(OC)cc3)C3CCC2N3C)cc1
    89	41	73	60	67	63	58	x
CCCCC[C@H]1N=C(N)N[C@H]2CC[C@@H]1O2
    123	82	103	99	90	96	93	106
C=CCNC(=O)N(C)C
    112	100	115	107	101	100	107	98
Cc1ccc(Nc2ncnc3c2c(C)nn3-c2ccccc2)cc1
    101	104	98	73	97	102	87	x
O=C1c2ccccc2C(=O)c2c(O)c(S(=O)(=O)O)cc(O)c21
    100	x	105	105	60	111	94	79
CSc1nc2sc3cc(Cl)c(Cl)cc3n2c(=O)c1C#N
    109	95	93	87	107	63	80	61
Nc1cc(=O)[nH]c(=O)[nH]1
    111	104	x	99	102	109	94	79
Nc1nc(-c2ccccc2)c(N=Nc2ccc([N+](=O)[O-])cc2)s1
    108	112	103	95	90	89	81	94
C[C@H](O)[C@@H](C)O
    106	105	100	102	105	x	118	132
COc1ccc(CN2C(=O)C(=Nc3cc(OC)c(OC)c(OC)c3)c3cc(OC)ccc32)cc1
    103	82	92	97	79	83	86	x
CC(C)c1ccc(C2OCC(C)(C)C(C(C)C)O2)cc1 (stereo not drawn)
    107	91	96	99	92	100	95	104
CCCS(=O)(=O)c1oc(-c2ccc(F)cc2)nc1S(=O)(=O)c1ccc(F)cc1
    -99*	-31*	-38*	42	82	83	22	-81*
O=C(Nc1ccc(F)cc1)N1CCN(C(c2ccc(F)cc2)c2ccc(F)cc2)CC1
    94	90	87	95	74	84	65	78
O=[N+]([O-])c1cccc(/C=N/N2CCCCCC2)c1
    102	108	113	103	x	108	79	43
CCCC(C)c1ccc(OCCCCCCN2CCNCC2)cc1 (stereo not drawn)
    13	79	57	54	40	67	-46*	25
CCN(CC)CCC(C)O (stereo not drawn)
    112	93	95	106	96	102	111	80
ClSSc1c2ccccc2cc2ccccc12
    112	96	105	107	89	112	94	115
CC(C)[C@H](C(=O)O)N1C(=O)c2ccccc2C1=O
    106	79	91	97	75	98	102	106
c1ccc2nc(-c3ccc4ccccc4n3)ccc2c1
    106	106	90	89	102	x	97	83
Cc1ccc(C2=NN3C(C2)c2cc(Cl)ccc2OC32CCN(Cc3ccccc3)CC2)o1 (stereo not drawn)
    103	102	99	95	90	93	65	85
N#C[C@@H]1C2C=CC(O2)[C@H]1C#N
    103	89	94	104	101	114	97	x
Nc1cc(Cl)ccc1-c1nnc2n1N=C(c1ccccc1)CS2
    98	100	102	98	103	x	82	88
O=C(/C=C(\Cl)C(=O)NO)NO
    107	95	106	108	95	97	105	125
c1ccc(NCc2ccco2)nc1
    104	100	102	103	98	93	91	98
CCN(CC)CCCNc1cc(OC)cc2ccc(OC)nc12
    112	107	110	98	108	101	98	x
CCC(C)(CC)c1ccc(O)c(C)c1
    110	x	100	104	x	x	109	x
